# From PubChem
# PAD4 FP inh = human PAD4 inhibitors, primary screen, biochemical, fluorescence polarization, 1536-well format. 330,000 compounds, 0.41% hits. recombinant PAD4, RCA probe fluorescence polarization. inhibition, % at 6.36 µM;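 active means percent inhibition above a cutoff equal to the mean of all tested compounds plus 3 SD, cut at about 15% in these data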;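 further: 0% = PAD4 with RCA probe and DMSO and 100% = probe without PAD4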
# pPAFAH inh = pPAFAH enzyme inhibitors, primary screen, biochemical, fluorescence polarization, human | Platelet-activating factor acetylhydrolase (Homo sapiens), Q13093 | inhibition, % at 3.39 µM | 330,000 compounds, 1.5% hits | recombinant pPAFAH, FP-rhodamine probe fluorescence polarization;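 active means inhibition above the mean inhibition across the screen plus 3 SD, cut at about 25% in these data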;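 further: inhibitors block binding of the rhodamine activity-based probe so polarization drops; 0% = enzyme with DMSO and 100% = wells lacking pPAFAH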
# PME-1 inh = PME-1 inhibitors via competitive probe labeling, primary screen, biochemical, fluorescence polarization, FP-Rh probe, HTS. inhibition, % at 5.9 µM. recombinant PME-1. Protein phosphatase methylesterase 1 (Homo sapiens), Q9Y570. 320,000 compounds, 0.53% hits;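 active means inhibition above the campaign mean of all compounds plus 3 SD, cut at about 26% in these data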;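 further: competitive labeling of PME-1 active site by serine hydrolase directed probe; 0% = PME-1 with DMSO and 100% = wells lacking PME-1 enzyme; inhibitors block probe labeling so polarization falls and inhibition rises; many of its hits are not listed in these tables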
# GSTO1 inh = inhibitors of recombinant GSTO1, primary screen, counter-screen for RBBP9 inhibitor project, biochemical, fluorescence polarization | inhibition, % at 5.96 µM | AID 1974, 2009 | Glutathione S-transferase omega-1 (Homo sapiens), P78417 | activity-based probe fluorescence polarization | 300,000 compounds, 1.1% hits;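 active means inhibition above the campaign mean inhibition plus 3 SD, cut at about 35% in these data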;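 further: 0% = GSTO1-1 with DMSO and 100% = wells lacking GSTO1-1 enzyme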
# PAFAH1B2 inh = PAFAH1B2 enzyme inhibitors, primary screen, biochemical, fluorescence polarization, human; recombinant PAFAH1B2, FP-rhodamine activity probe; 340,000 compounds, 1.2% hits; inhibition, % at 3.39 µM; AID 492953, 2010; Platelet-activating factor acetylhydrolase IB subunit alpha2 (Homo sapiens), P68402;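 active means inhibition above the mean of all tested compounds plus 3 SD, cut at about 24% in these data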;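 further: 0% = enzyme with DMSO and 100% = wells lacking PAFAH1B2; many of its hits are not listed in these tables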
# Target sequence (P68402 whole entry, looked up): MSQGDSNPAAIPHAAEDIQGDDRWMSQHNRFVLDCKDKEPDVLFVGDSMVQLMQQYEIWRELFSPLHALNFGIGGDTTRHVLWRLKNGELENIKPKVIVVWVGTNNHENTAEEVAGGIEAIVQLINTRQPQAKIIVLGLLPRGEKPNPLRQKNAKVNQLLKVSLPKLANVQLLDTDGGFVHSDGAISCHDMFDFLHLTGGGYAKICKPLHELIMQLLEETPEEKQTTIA
# LYPLA2 inh = LYPLA2 inhibitors, primary screen, counter-screen for PME1 inhibitor project, biochemical, fluorescence polarization, FP-Rh probe ABPP; 320,000 compounds, 0.38% hits; AID 2177, 2009; recombinant LYPLA2; inhibition, % at 5.9 µM; Acyl-protein thioesterase 2 (Homo sapiens), O95372;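 active means inhibition above the screen-wide mean plus 3 SD, limit set per campaign, cut at about 26% in these data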;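 further: 0% = LYPLA2 with DMSO and 100% = wells lacking LYPLA2 enzyme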
# Target sequence (O95372 whole entry, looked up): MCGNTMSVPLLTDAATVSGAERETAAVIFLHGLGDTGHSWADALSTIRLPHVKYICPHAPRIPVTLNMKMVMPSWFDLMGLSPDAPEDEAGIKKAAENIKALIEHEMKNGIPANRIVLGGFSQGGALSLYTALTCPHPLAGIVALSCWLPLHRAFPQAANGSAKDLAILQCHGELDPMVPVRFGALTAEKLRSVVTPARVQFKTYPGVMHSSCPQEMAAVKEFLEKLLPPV
# LYPLA1 inh = LYPLA1 inhibitors, primary screen, counter-screen for PME1 inhibitor project, biochemical, fluorescence polarization, FP-Rh probe ABPP; 320,000 compounds, 0.16% hits; inhibition, % at 5.9 µM; recombinant LYPLA1;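 active means inhibition above the mean of all tested compounds plus 3 SD, set per campaign, cut at about 14% in these data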;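 further: inhibitors block serine hydrolase probe labeling of LYPLA1 so polarization falls; 0% = enzyme with DMSO and 100% = wells lacking LYPLA1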
# Target sequence (O75608 whole entry, looked up): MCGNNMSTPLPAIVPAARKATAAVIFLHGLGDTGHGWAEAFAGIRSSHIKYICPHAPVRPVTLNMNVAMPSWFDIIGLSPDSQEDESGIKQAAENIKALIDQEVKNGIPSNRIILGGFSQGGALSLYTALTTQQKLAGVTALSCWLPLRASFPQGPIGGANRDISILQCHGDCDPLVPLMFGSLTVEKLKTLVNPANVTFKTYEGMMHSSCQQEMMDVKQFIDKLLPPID
# PAFAH1B3 FP inh = PAFAH1B3 enzyme inhibitors, primary screen, biochemical, fluorescence polarization, human; Platelet-activating factor acetylhydrolase IB subunit alpha1 (Homo sapiens), Q15102; recombinant PAFAH1B3, FP-rhodamine probe; inhibition, % at 3.39 µM; 340,000 compounds, 0.28% hits; AID 492972, 2010;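 active means inhibition above the screen-wide average of all tested compounds plus 3 SD, cut at about 25% in these data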;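 further: 0% = enzyme with DMSO only and 100% = wells lacking PAFAH1B3 protein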
# Target sequence (Q15102 whole entry, looked up): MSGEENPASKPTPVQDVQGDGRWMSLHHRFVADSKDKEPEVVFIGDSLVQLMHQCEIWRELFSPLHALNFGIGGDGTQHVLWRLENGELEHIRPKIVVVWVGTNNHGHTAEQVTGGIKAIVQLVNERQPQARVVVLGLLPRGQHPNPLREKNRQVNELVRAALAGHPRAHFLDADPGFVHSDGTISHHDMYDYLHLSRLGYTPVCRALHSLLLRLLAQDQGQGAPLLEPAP
# PREPL inhibitor = PREPL enzyme inhibitors, primary screen, biochemical, fluorescence polarization | inhibition, % at 5.96 µM | 320,000 compounds, 0.68% hits | recombinant PREPL, fluorescence polarization activity-based probe; in the data active means inhibition above about 43%;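 further: 0% = enzyme with DMSO and 100% = wells lacking enzyme; many of its hits are not listed in these tables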
# The depositor's hits bear a star; x = no result given. An excerpt (hit frequency here may not be typical).
SMILES,PAD4 FP inh,pPAFAH inh,PME-1 inh,GSTO1 inh,PAFAH1B2 inh,LYPLA2 inh,LYPLA1 inh,PAFAH1B3 FP inh,PREPL inhibitor
O=C(NCc1ccncc1)c1ccc(Oc2ccccc2)cc1,-2,1,1,4,0,0,-1,4,-1
COc1ccc(NC2c3ccccc3C(=O)N2c2ccccn2)cc1 (centres undefined),3,4,-3,7,5,2,1,1,8
Cc1cc(NC(=O)CCCC(=O)Nc2ccc(F)cc2)no1,1,-7,-3,9,-5,-6,-2,-3,10
CCOC(=O)c1[nH]c2ccc(C(=O)OC)cc2c1C(=O)OCC,0,4,-1,-6,4,-2,-1,7,-4
O=C(CCCCCBr)N1CCC(CC2CC(c3cccc(Br)c3)=NO2)(C(=O)NCC2CCCCC2)CC1 (centres undefined),-5,25*,2,6,2,5,-1,7,11
CCN(CC(=O)Nc1c(F)cccc1F)C(=O)c1ccc(COc2ccccc2)cc1,2,6,-2,9,2,2,1,3,-15
COc1ccc(-c2nc(NC(=O)c3nc4nccc(C)n4n3)sc2C)cc1,-5,-8,1,-1,4,-6,-5,13,13
COC(=O)CC(c1ccc(F)cc1)n1c(C)ccc1C (centres undefined),-2,3,3,3,1,4,5,11,1
COc1ccc(OC(C)C(=O)N2CCCc3ccccc32)cc1 (centres undefined),-3,-3,-2,-7,-2,3,4,7,13
CCn1c(SCC(=O)Nc2nc(C)cs2)nnc1C(C)NC(=O)c1ccccc1 (centres undefined),-1,-2,-2,-2,8,-2,-2,3,0
O=C(ONc1ccc(N=NC(=O)c2ccccc2O)cc1)c1ccccc1,2,-1,-2,24,-3,0,-2,6,10
O=C(NCCOc1ccccc1Cl)c1ccc2c(c1)S(=O)(=O)c1cc(Cl)ccc1C2=O,2,4,x,x,2,x,x,0,27
COCC(C)n1c(C)cc(C(=O)COC(=O)c2cc(=O)[nH]c3ccccc23)c1C (centres undefined),-2,-2,x,x,0,x,x,3,9
N#Cc1c(/N=C/c2ccco2)sc2c1CCC2,-6,13,-1,16,1,-3,1,2,23
CCOC(=O)N1CCC2(CC1)C(C#N)=C(N)Oc1n[nH]c(CSc3ccc(C)cc3)c12,-3,6,8,36*,27*,-3,1,3,-34
CS(=O)(=O)N1CCCC(C(=O)NCCN2CCC(Cc3ccccc3)CC2)C1 (centres undefined),1,0,2,7,-1,9,3,6,26
CCOc1ccc(N(CC(=O)N2CCCCCC2)S(=O)(=O)c2ccc(F)cc2)cc1,5,3,10,3,0,1,0,0,12
Cc1ccc(S(=O)(=O)Nc2cc(C(=O)N3CCOCC3)ccc2N2CCCCC2)cc1,1,-1,-2,18,2,2,2,12,7
Cc1ncc2c(c1OC(=O)c1ccc([N+](=O)[O-])cc1)COC(C)(C)OC2,-3,5,-1,3,-4,-2,0,2,1
Cc1ccc(S(=O)(=O)N(Cc2cccc(C)c2)C(=O)N2CCN(C)CC2)cc1,-2,2,-5,5,5,-1,3,9,-8
Cc1c(NC(=O)c2cnn3c2NC(c2ccccc2)CC3C(F)(F)F)c(=O)n(-c2ccccc2)n1C (centres undefined),0,9,4,2,8,9,4,0,6
Cc1ccc(NC(=O)COC(=O)c2cc(Cl)ccc2[N+](=O)[O-])c(C)c1,-1,0,-1,5,-1,2,-1,6,4
O=C(NCCSCc1ccco1)c1ccc(=O)[nH]c1,-1,2,1,5,0,-3,1,4,-10
COc1ccc(-c2csc(NC(=O)c3ccc(OCC(=O)N4CCOCC4)c(OC)c3)n2)cc1OC,-5,11,1,-2,4,-4,-2,-5,7
Cn1c(CCNC(=O)c2cc(COc3ccc(F)c(F)c3)on2)nc2ccccc21,2,8,9,2,1,19,-2,3,-5

# Sorted by heavy-atom count (ascending): some entries from above.
SMILES,PAD4 FP inh,pPAFAH inh,PME-1 inh,GSTO1 inh,PAFAH1B2 inh,LYPLA2 inh,LYPLA1 inh,PAFAH1B3 FP inh,PREPL inhibitor
N#Cc1c(/N=C/c2ccco2)sc2c1CCC2,-6,13,-1,16,1,-3,1,2,23
COC(=O)CC(c1ccc(F)cc1)n1c(C)ccc1C (centres undefined),-2,3,3,3,1,4,5,11,1
Cc1cc(NC(=O)CCCC(=O)Nc2ccc(F)cc2)no1,1,-7,-3,9,-5,-6,-2,-3,10
O=C(NCc1ccncc1)c1ccc(Oc2ccccc2)cc1,-2,1,1,4,0,0,-1,4,-1
COc1ccc(NC2c3ccccc3C(=O)N2c2ccccn2)cc1 (centres undefined),3,4,-3,7,5,2,1,1,8
Cc1ncc2c(c1OC(=O)c1ccc([N+](=O)[O-])cc1)COC(C)(C)OC2,-3,5,-1,3,-4,-2,0,2,1
COc1ccc(-c2nc(NC(=O)c3nc4nccc(C)n4n3)sc2C)cc1,-5,-8,1,-1,4,-6,-5,13,13
Cc1ccc(S(=O)(=O)N(Cc2cccc(C)c2)C(=O)N2CCN(C)CC2)cc1,-2,2,-5,5,5,-1,3,9,-8
CCn1c(SCC(=O)Nc2nc(C)cs2)nnc1C(C)NC(=O)c1ccccc1 (centres undefined),-1,-2,-2,-2,8,-2,-2,3,0
Cn1c(CCNC(=O)c2cc(COc3ccc(F)c(F)c3)on2)nc2ccccc21,2,8,9,2,1,19,-2,3,-5
Cc1ccc(S(=O)(=O)Nc2cc(C(=O)N3CCOCC3)ccc2N2CCCCC2)cc1,1,-1,-2,18,2,2,2,12,7
Cc1c(NC(=O)c2cnn3c2NC(c2ccccc2)CC3C(F)(F)F)c(=O)n(-c2ccccc2)n1C (centres undefined),0,9,4,2,8,9,4,0,6
O=C(CCCCCBr)N1CCC(CC2CC(c3cccc(Br)c3)=NO2)(C(=O)NCC2CCCCC2)CC1 (centres undefined),-5,25*,2,6,2,5,-1,7,11

# Next section:
SMILES,PAD4 FP inh,pPAFAH inh,PME-1 inh,GSTO1 inh,PAFAH1B2 inh,LYPLA2 inh,LYPLA1 inh,PAFAH1B3 FP inh,PREPL inhibitor
CC(C)C[C@H](NC(=O)N1CCn2c1nc1ccccc12)C(=O)NCc1ccco1,-1,4,-1,-4,5,7,-1,10,14
Cc1cc(C)cc(NC(=O)CSc2nc(=O)n(CCCN3CCOCC3)c3c2CCCC3)c1,0,6,3,-3,4,1,-1,3,17
N#Cc1c(-n2cccc2C=O)sc2c1CCCC2,-1,4,0,5,0,0,-3,-4,-4
Cc1c(Nc2c3ccccc3nc3ccccc23)c(=O)n(-c2ccccc2)n1C,0,-1,2,11,7,7,2,10,-2
COc1ccc(C(=O)Nc2ccc(S(=O)(=O)Nc3nccc(C)n3)cc2)cc1,-3,0,-1,7,3,-5,1,9,2
C=CCn1c(C)cc(C(=O)CSc2nc(N)cc(N)n2)c1C,0,6,-4,8,7,15,-1,4,13
CC1(C)CC(=O)c2c(O)cc(OCC(=O)N3CCN(c4ccc(F)cc4)CC3)cc2O1,0,20,1,-1,1,5,-1,-5,17
COc1cccc(/C=C2\Sc3ccc(C(=O)NCC4CCCO4)cc3N(C)C2=O)c1 (centres undefined),-6,8,-2,-1,0,-2,-5,1,7
CC(=O)c1ccc(NC(=O)c2noc(C)c2[N+](=O)[O-])cc1,0,-3,-7,5,2,18,1,3,9
CCOc1ccc(-n2nnc3c(=O)n(CC(=O)Nc4cc(C)on4)cnc32)cc1,-2,1,-10,-5,-1,3,0,-5,5
Cc1ccc(CNCc2cccnc2)cc1,3,-2,-6,2,2,2,1,4,-7
COc1ccccc1NS(=O)(=O)c1cc(NC(=O)Nc2ccc(Cl)cc2Cl)ccc1N1CCCCC1,-4,34*,-12,-38,14,-20,-7,7,-15
O=C(c1ccc(C(F)(F)F)cc1)c1c[nH]c(C(=O)NCCCn2ccnc2)c1,-2,0,0,2,9,0,0,6,-9
Cc1noc(C)c1S(=O)(=O)N(C)C[C@H]1Oc2c(NC(=O)Nc3ccc(C(F)(F)F)cc3)cccc2C(=O)N([C@H](C)CO)C[C@@H]1C,-2,16,x,x,-6,x,x,-11,52*
CCc1cc2cc(OC)ccc2nc1SCC(=O)Nc1cc(OC)c(OC)cc1C(=O)O,0,18,2,-25,11,-3,0,5,4
Cc1ccc(CSCC(=O)N/N=C/c2sccc2C)cc1,3,-3,2,2,4,2,1,5,-31
COc1ccc(N=Cc2nc(-c3ccccc3)oc2OC(C)=O)cc1,2,3,-3,12,7,2,1,0,0
CCNC(=O)CSc1ncnc2sccc12,1,12,-2,6,1,-2,-4,8,12
Cc1nn(-c2ccccc2)c(C)c1/C=C/C(=O)OCC(=O)Nc1ncc(C(F)(F)F)cc1Cl,-5,2,-4,3,-1,-7,-4,2,-2
CCOc1ccccc1OCCCC(=O)N1CCN(S(=O)(=O)c2cccc(F)c2)CC1,-1,5,4,3,4,-5,-4,-3,21
Cc1cccc(N2CCN(c3ccc4cc(S(=O)(=O)N5CCCCC5)ccc4n3)CC2C)c1 (centres undefined),0,8,-4,-2,-3,3,-3,3,1
Cc1cc(C)nc(NC2=NCCN2C(=O)NC2CCCCC2)n1,-6,4,2,6,8,3,0,5,-10
S=c1[nH]cc(-c2ccccc2)n1-c1cccc(Cl)c1,2,6,6,4,1,5,4,4,8
CC(=O)NS(=O)(=O)c1ccc(NC(=O)C(C)NS(=O)(=O)/C=C/c2ccccc2)cc1 (centres undefined),-1,2,x,x,2,x,x,5,8
CC(NC(=O)c1ccccc1)C(=O)OCn1nnc2ccccc2c1=O (centres undefined),-3,2,-3,x,-3,-6,-1,1,-4
SMILES,PAD4 FP inh,pPAFAH inh,PME-1 inh,GSTO1 inh,PAFAH1B2 inh,LYPLA2 inh,LYPLA1 inh,PAFAH1B3 FP inh,PREPL inhibitor
Cc1cc(OCCCCCN2CCCC2)ccc1Cl,2,0,0,3,4,8,1,-2,25
CCCCn1c(N)c(N(CC(C)C)C(=O)C2CCN(S(=O)(=O)c3ccccc3)CC2)c(=O)[nH]c1=O,-2,-1,0,0,1,0,2,-3,-4
COCCNC(=O)c1cc(-c2ccccc2OC)on1,-2,9,-7,0,4,3,2,-1,1
Cn1cccc1C(NC(=O)c1ccccc1)C(Cl)(Cl)Cl (centres undefined),3,4,1,0,1,1,-2,0,-7
O=C(Nc1ccc(NC(=O)c2cccnc2)cc1)c1ccccc1,-3,0,3,6,2,-1,-3,0,-2
COC(=O)c1ccc(CN2C(=O)c3ccccc3C2=O)o1,-2,4,-2,4,7,6,5,7,-17
COc1cc([N+](=O)[O-])ccc1N/C=C/C(=O)c1cccs1,-6,10,3,-4,4,-4,-2,7,17
O=C(COc1ccc(F)cc1)NCC1(N2CCOCC2)CCCCC1,0,-2,3,x,3,3,3,-2,13
CC(=O)c1ccc(NC(=O)COC(=O)Cc2ccsc2)cc1,-2,10,x,x,3,x,x,8,4
